# Screening results deposited in PubChem by National Center for Advancing Translational Sciences (NCATS).
# Cycloheximide cs = affects cycloheximide protein synthesis inhibition readout, counter-screen | cell reporter, cycloheximide protein synthesis inhibition counterscreen | max response, % | hit rate 12% among 300,000 | AID 2314; in the data active = max response mostly above about 13%, no sharp cut-off; inactive = mostly below about 14%; also: read at 38.3 µM for the half of the compounds with a filed dose; 0% is about no effect
# AmpC inh no detg = AmpC beta-lactamase inhibition without detergent | P00811 | AmpC nitrocefin hydrolysis, absorbance 480 nm, 0.0001% Triton | Potency, µM (highest dose often 57.1 µM), without a hit: at the top dose activity change, negative = inhibition, actives largely listed as inhibitors | hit rate 0.52% among 330,000;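 also: potency is read from the fitted curve at half-maximal effect; plate controls were no compound for no effect and no enzyme for full effect; nearly all actives have a fitted effect of over 20% in size; some results filed as inactive show a strong effect at the top dose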
# Target sequence (P00811 whole entry, looked up): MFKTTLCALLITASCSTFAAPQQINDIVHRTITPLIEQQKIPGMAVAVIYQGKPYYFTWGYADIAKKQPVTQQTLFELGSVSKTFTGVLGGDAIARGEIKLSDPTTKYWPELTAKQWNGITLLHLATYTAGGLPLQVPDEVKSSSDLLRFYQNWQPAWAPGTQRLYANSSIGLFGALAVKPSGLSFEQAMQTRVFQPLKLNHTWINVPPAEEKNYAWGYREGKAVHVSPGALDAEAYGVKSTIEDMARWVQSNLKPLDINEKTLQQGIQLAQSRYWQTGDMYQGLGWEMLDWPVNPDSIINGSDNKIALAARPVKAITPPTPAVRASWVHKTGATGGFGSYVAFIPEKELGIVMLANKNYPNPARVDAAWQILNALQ
#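 20 mM phosphate pH 7.0 + 0.01% (detergent screen) or 0.0001% Triton X-100; 5.3 nM AmpC reagent; cpd preinc 15 min RT; nitrocefin (800 uM stock) to start; A480 q20 s × 4 min; Activity was normalised to no-enzyme and no-compound control wells.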
# HCMV inh = human cytomegalovirus inhibition. HFF cells, HCMV-luciferase reporter, 72 h; active compounds read low. activity change, negative = inhibition, % at 57.5 µM. hit rate 4.5% among 410,000. AID 1259415; in the data active = activity change below about -60%; inconclusive = no clear call, values can overlap the other calls; inactive = above about -39%; also: % is scaled to controls: 0 for no effect and ±100 for the full control effect
#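 Cell-based, HFFs, 1000 cells/well, 16 h 37C; cpds in DMSO + HCMV-luc, MOI 1 PFU/cell; 72 h 37C; OneGlo luminescence after 5 min RT; norm. to buffer vs Salinomycin 10uM.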
# AmpC inh detg = blocks E. coli AmpC beta-lactamase in detergent assay. Potency, µM (series often up to 114 µM), without a hit: at the highest dose activity change, negative = inhibition, most hits filed as inhibitors. AmpC hydrolysis of nitrocefin, absorbance 480 nm, 0.01% Triton. hit rate 0.041% among 370,000;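 also: potency is read from the fitted curve at half-maximal effect; 0% = no-compound wells and -100% = no-enzyme wells; nearly all actives have a fitted effect of over 25% in size; some results filed as inactive show a strong effect at the top dose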
#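 AmpC (5.3 nM in the dispensed reagent) in 20 mM phosphate pH 7.0 with 0.01% (detergent screen) or 0.0001% Triton X-100 was preincubated with compounds for 15 min at room temperature. Nitrocefin was then added from an 800 uM solution, and hydrolysis was followed at 480 nm.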
# AMA1-RON2 inh = AMA1-RON2 (P. falciparum) interaction inhibition. AlphaScreen AMA1-biotinylated RON2 peptide binding. Potency, µM (top dose mostly 58.2 µM), for the others: top-dose activity change, negative = inhibition, actives largely listed as inhibitors. hit rate 0.2% among 360,000. AID 720542;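 also: potency is read from the fitted curve at half-maximal effect; 0% = vehicle wells and -100% = peptide control; nearly all actives have a fitted effect of over 45% in size; some results filed as inactive show a strong effect at the top dose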
#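 AMA1 (3D7) with his tag at 25 nM final met compounds first, then biotinylated RON2 peptide at 25 nM; detection used donor plus acceptor beads, 10 µg/mL apiece, read by AlphaScreen after 30 min at room temperature.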
# FBPA Giardia inh = Giardia lamblia aldolase inhibition; purified Giardia FBPA; Potency, µM (series often up to 59.6 µM), for inactives: at the highest dose activity, negative = inhibition, most hits filed as inhibitors; hit rate 0.71% among 290,000; AID 2451; also: potency is read from the fitted curve at half-maximal effect; % is scaled to controls: 0 for no effect and ±100 for the full control effect; nearly all actives have a fitted effect of over 55% in size
# Target sequence (A8B2U2 whole entry, looked up): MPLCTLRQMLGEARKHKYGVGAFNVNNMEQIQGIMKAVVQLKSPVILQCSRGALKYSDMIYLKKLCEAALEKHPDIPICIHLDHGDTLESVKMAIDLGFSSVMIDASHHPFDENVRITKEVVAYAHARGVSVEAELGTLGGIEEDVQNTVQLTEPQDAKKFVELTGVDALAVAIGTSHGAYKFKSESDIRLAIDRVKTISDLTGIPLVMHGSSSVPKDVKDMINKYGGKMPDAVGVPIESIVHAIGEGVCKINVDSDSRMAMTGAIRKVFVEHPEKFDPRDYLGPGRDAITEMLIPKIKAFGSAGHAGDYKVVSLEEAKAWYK
#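 Giardia FBPA (40 nM reagent) was preincubated 10 min at RT with compound (up to 57.5 uM final), then substrate plus GAPDH/TPI/NAD/arsenate coupling system with diaphorase/resazurin was added; resorufin fluorescence (525/598 nm) was read after 20 min.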
# Shiga inhibitor = blocks Shiga toxin action in Vero cells; inhibition, % at 38.7 µM; hit rate 9.2% among 290,000; Vero cells, Shiga toxin protein synthesis inhibition reporter; in the data active = inhibition mostly above about 28%, no sharp cut-off; inactive = mostly below about 43%; also: 0% is about no effect
# Numbers without * were called inactive; ? = inconclusive; . = not tested or not shown; [ ] = another dose, or the depositor's remark. Unless noted, calls follow the shape of the dose curve; as a rule, active = well fitted curve in the direction sought with a large enough effect; inconclusive = small, poorly fitted or top-dose-only effect, or another doubt; inactive = no such curve, though single readings can be large; an effect the other way counts as inactive or inconclusive.
SMILES,Cycloheximide cs,AmpC inh no detg,HCMV inh,AmpC inh detg,AMA1-RON2 inh,FBPA Giardia inh,Shiga inhibitor
COc1cc(N=c2c([N+](=O)[O-])nn(-c3ccc4c(c3)OCCO4)n2O)cc(OC)c1,29.3*,-28.0%,-25.1,-12.8%,-8.7%,?,18.8*
COc1ccc2oc(=O)c(C(=O)Nc3ccccc3O)cc2c1,36.3*,-7.5%,37.5,-0.5%,-0.5%,-1.8%,46.5
O=C(Nc1ncccc1Cl)c1cc2ccccc2o1,29.8*,-7.9%,84.0,-3.7%,-1.4%,.,72.8*
O=C(NC1CCCCCC1)c1c(O)c2cccc3c2n(c1=O)CCC3,-1.0,-12.7%,.,5.6%,.,3.8%,-7.3
CC(=O)Nc1ccc(C(=S)NCc2ccco2)cc1,-2.6,-4.6%,-5.9,-0.8%,17.8%,1.6%,23.8
COc1ccc(NS(=O)(=O)c2ccc3[nH]c(=O)[nH]c3c2)cc1OC,-4.0,-4.1%,5.6,-1.7%,4.6%,-10.1%,-6.0
CCC(=O)c1c(NCCc2ccccc2)cc(C)oc1=O,-1.0,-0.3%,-98.2*,?,7.5%,8.1%,-6.6
COc1ccc2nc(N3CCOCC3)cc(C)c2c1,32.7*,-9.8%,146.1,-10.9%,0.8%,2.8%,60.6*
CCOC(=O)c1c(NC(=O)c2ccc(N3C(=O)C4C5C=CC(C5)C4C3=O)cc2)sc2c1CCCC2 (stereo not drawn),-1.2,-5.1%,1.3,?,5.5%,-6.0%,-14.3
Cc1ccccc1S(=O)(=O)NC(=NCc1ccc(F)cc1)c1ccccc1,.,-28.4%,-26.0,.,8.0%,.,.
COc1ccc(C(=O)NNC(=O)C(=O)N2CCCCC2)cc1OC,7.4,-6.1%,0.2,-2.2%,-16.0%,.,-31.2
CC(=O)Nc1ccc(NC(=O)C(C)OC(=O)c2c(C)nn(-c3ccccc3)c2Cl)cc1 (stereo not drawn),.,76.8%[activator],14.2,0.8%,2.1%[11.6 µM],.,.
CC1CN(C2CCN(C(=O)c3cccc(Cl)c3)CC2)CC(C)O1 (stereo not drawn),-1.0,-11.8%,34.2,-11.2%,4.9%,-17.3%,-9.4
CC(C)(C)Sc1ccc2nc3c(n2c1)CCCC3,14.9*,19.7%,-14.8,-12.0%,-1.6%,?,35.0
COC(=O)C1=C(C)N(Cc2ccc(C)cc2)C(=O)/C1=C\c1cc(OC)c(OC)c(OC)c1,-1.7,88.5%[activator],66.8,-10.7%,35.5µM*,-11.6%,-7.8
C[C@@H](NC(=O)[C@@H]1Cc2ccccc2CN1C(=O)OC(C)(C)C)C(=O)NCc1ccco1,6.1,44.5%,7.4,-5.6%,3.0%,.,2.8
CCc1ccc(OCc2nnc(SCc3ccc(C(=O)O)cc3)o2)cc1,-0.8,-6.1%,-16.0,-5.2%,-0.5%,3.0%,17.2
COc1ccc(NC(=O)COc2cccc3c2CCNC3=O)cc1,.,-5.5%,26.7,?,-17.7%,.,.
COC(=O)c1c(NC(=O)/C=C/C(=O)O)sc(Cc2ccccc2)c1C,1.1,-15.3%,.,-7.8%,-6.5%,26.7%,-11.4
CN1/C(=C\C(=O)Nc2ccc(F)cc2)C(C)(C)c2ccccc21,0.7,-22.6%,-3.8,-2.2%,-1.4%,-22.9%,33.4
C=CCNCCCCOc1ccc(C)cc1[N+](=O)[O-],-2.1,0.1%,19.2,2.5%,4.6%,?,-12.2
Cc1cccc(C)c1Nc1nnc(SCC(=O)Nc2cc(S(=O)(=O)N3CCCCC3)ccc2Cl)s1,-1.9,-34.9%,?,-7.9%,-0.1%,-4.1%,-1.9
CCc1cc2c(=O)c(-c3ccc4c(c3)OCCO4)coc2cc1OS(C)(=O)=O,42.2*,-11.9%,?,-7.1%,21.5%,-8.5%,78.7*
Cc1ccc(C(c2sc3nc(C)nn3c2O)N2CCN(c3ccccc3F)CC2)cc1 (stereo not drawn),-2.9,159.5%[activator],-24.4,-13.9%,-8.8%,-2.3%,-10.8

# Fetched by compound from above:
SMILES,Cycloheximide cs,AmpC inh no detg,HCMV inh,AmpC inh detg,AMA1-RON2 inh,FBPA Giardia inh,Shiga inhibitor
Cc1ccc(C(c2sc3nc(C)nn3c2O)N2CCN(c3ccccc3F)CC2)cc1 (stereo not drawn),-2.9,159.5%[activator],-24.4,-13.9%,-8.8%,-2.3%,-10.8
CC1CN(C2CCN(C(=O)c3cccc(Cl)c3)CC2)CC(C)O1 (stereo not drawn),-1.0,-11.8%,34.2,-11.2%,4.9%,-17.3%,-9.4
CC(C)(C)Sc1ccc2nc3c(n2c1)CCCC3,14.9*,19.7%,-14.8,-12.0%,-1.6%,?,35.0
CN1/C(=C\C(=O)Nc2ccc(F)cc2)C(C)(C)c2ccccc21,0.7,-22.6%,-3.8,-2.2%,-1.4%,-22.9%,33.4
C=CCNCCCCOc1ccc(C)cc1[N+](=O)[O-],-2.1,0.1%,19.2,2.5%,4.6%,?,-12.2

# Continued:
SMILES,Cycloheximide cs,AmpC inh no detg,HCMV inh,AmpC inh detg,AMA1-RON2 inh,FBPA Giardia inh,Shiga inhibitor
OCC1(Cc2cccc(C(F)(F)F)c2)CCN(Cc2cc(F)cc(F)c2)CC1,-0.7,60.8%[activator],-62.0*,1.8%,-0.5%,-3.3%,-1.9
O=C(Cn1cnc2ccccc2c1=O)NCC1COc2ccccc2O1 (stereo not drawn),5.8,-1.5%,-5.0,3.7%,30.8%[activator],2.8%,17.7
O=Cc1ccc(N2N=C(c3ccccc3)CC2c2ccccc2)cc1 (stereo not drawn),9.4,-37.2%,-15.0,?,151.1%[activator],12.9%,12.2
c1cc2c(cc1CN1CCN(C3CCCCCC3)CC1)OCO2,-1.7,-8.3%,-4.3,-1.9%,?,?,-5.5
COc1ccc(/C=C/C(=O)Nc2ccccc2Cl)cc1S(=O)(=O)N1CCOCC1,15.3,58.6%,-22.7,0.1%,0.0%,0.3%,-1.5
COc1ccc2[nH]c(=O)c(C(c3nnnn3CC3CCCO3)N3CCCCC3)cc2c1 (stereo not drawn),11.8,-4.2%,48.4,-4.4%,7.1%,1.9%,-18.3
COc1cccc(C2N(c3cccc(Cl)c3)C(=O)C3CCCN32)c1OC (stereo not drawn),-5.3,85.2%[activator],10.7,-8.1%,-11.1%,-1.3%,-6.5
Cc1ccc(CSCC(=O)N(C)CC(=O)Nc2ccc(Br)cc2C)cc1,.,1.5%,-32.4,-10.7%,-16.3%,.,.
O=C(CSc1ccc(Br)cc1)Nc1cccc(S(=O)(=O)N2CCOCC2)c1,.,-16.9%,5.6,0.0%,-7.9%,.,.
CC1(C)CC(N2CCOCC2)=CC(=[N+]2CCOCC2)C1,-2.3,-10.3%[11.4 µM],?,?,13.8%,-6.1%,-3.6
N#Cc1c(-c2ccccc2)nc(-c2ccccc2)[nH]c1=O,-0.8,-4.1%,49.7,2.0%,-0.3%,20.1%,12.5
CC(C)=CCN1CCN(Cc2cc(C(C)C)n[nH]2)CC1CCO (stereo not drawn),-2.8,-35.0%,1.4,-3.1%,0.4%,1.3%,-4.2

# Full records as entered above. Order of screens: Cycloheximide cs | AmpC inh no detg | HCMV inh | AmpC inh detg | AMA1-RON2 inh | FBPA Giardia inh | Shiga inhibitor
# `OCC1(Cc2cccc(C(F)(F)F)c2)CCN(Cc2cc(F)cc(F)c2)CC1` across the screens: -0.7 | 60.8%[activator] | -62.0* | 1.8% | -0.5% | -3.3% | -1.9
# `CC(C)=CCN1CCN(Cc2cc(C(C)C)n[nH]2)CC1CCO` (stereo not drawn) across the screens: -2.8 | -35.0% | 1.4 | -3.1% | 0.4% | 1.3% | -4.2

# Other entries
SMILES,Cycloheximide cs,AmpC inh no detg,HCMV inh,AmpC inh detg,AMA1-RON2 inh,FBPA Giardia inh,Shiga inhibitor
COc1cc(OC)c(C(=O)O/N=C(\N)c2ccc(C)cc2)cc1OC,15.0*,23.4%,20.1,-4.2%,-8.6%,-8.4%,11.5
COc1ccc2oc(=O)c(C(=O)NCc3ccco3)cc2c1,25.4*,-15.4%,5.5,-9.7%,4.3%,2.3%,85.2*
CCC(=O)N(Cc1cc2cc(C)c(C)cc2[nH]c1=O)C1CCCCC1,-0.8,38.4%,-10.9,?,4.1%,-5.2%,-13.2
COc1ccccc1NC(=O)Nc1nc(C(C)(C)C)cs1,20.7*,-45.9%,-37.0,4.4%,0.0%,-17.7%,49.5
CCOc1ccccc1-n1nnnc1SCC(=O)NC(=O)NCc1ccco1,-2.4,-38.1%,41.0,?,-17.2%,-0.7%,5.6
CCN1C(=O)c2cccc3c(S(=O)(=O)NCCCN4CCOCC4)ccc1c23,-1.3,10.1%,130.5,-5.6%,1.8%,-0.1%,-14.2
CCN1CCN(c2nc3c(c(=O)n(C)c(=O)n3C)n2Cc2cccc3ccccc23)CC1,1.6,53.6%,-6.1,-0.3%,5.6%,-2.0%,-8.4
NCCc1nnc(SCc2ccccc2Cl)o1,-1.9,-0.9%,-5.3,-2.7%,14.7%,11.9%,-11.5
COCCNS(=O)(=O)c1ccc(OCC(=O)N2CCc3ccccc3C2)c(Cl)c1,1.0,81.7%[activator],-2.0,4.0%,-1.4%,-1.0%,-8.7
O=C(CCS(=O)(=O)c1ccccc1Cl)Nc1ccc(S(=O)(=O)Nc2ncccn2)cc1,-1.5,-9.4%,0.8,11.7%,-12.3%,3.2%,-31.2
COCCN(C(=O)COC(=O)CCC(=O)c1cccs1)c1c(N)n(Cc2ccccc2)c(=O)[nH]c1=O,.,-13.0%,-26.6,3.3%,-1.6%,.,.
O=C(c1ccc(S(=O)(=O)Nc2ccccc2F)cc1)N1CCC1,.,-9.3%,-2.6,?,-4.7%,.,.
N#Cc1ccc(C2=CC(=O)C[C@H](c3ccc(Cl)cc3)C2)cc1,.,-17.8%,10.5,5.2%,17.0%,.,.
CCOC(=O)C1=C(C)NC(=S)NC1c1ccc(C)s1 (stereo not drawn),1.6,?,?,?,-1.4%,1.1%,-3.0
NC(=O)C1CCN(C(=O)/C=C/c2ccccc2[N+](=O)[O-])CC1,-0.9,-1.8%,-0.7,-4.9%,-3.9%,1.3%,-8.2
O=C(CN1C(=O)NC2(CCCCCC2)C1=O)Nc1cccc(F)c1,.,-0.2%,0.0,-4.9%,-7.8%,.,.
C=CCn1c(SC)nc2sc3c(c2c1=O)CCc1ccccc1-3,7.8,-21.2%,27.0,-9.5%,-14.0%,-12.2%,12.8
O=S(=O)(c1ccc(F)cc1)N1CC2CCCN2c2ccc(C(F)(F)F)cc21 (stereo not drawn),2.0,-10.8%,-31.3,-11.0%,-3.8%,-12.9%,12.5
Cc1ccc(C(=O)NNC(=O)Cn2nnc3ccccc32)cc1,17.0*,-2.2%,-28.6,-0.2%,92.3%[activator],3.7%,41.1*
CCCS(=O)(=O)N1CCC(C(=O)NCCCOC)CC1,-2.6,-6.3%,25.5,-9.7%,2.7%,5.0%,-11.5

# Not a hit list. Share with any hit: about 16%.
